# Assay outcomes as filed in PubChem BioAssay.
# Ins promoter up – MIN6 insulin promoter up-regulation; MIN6 insulin promoter-GFP reporter, high-content imaging; hits give high values; z-score at 5 µM; 0.3% of 190,000 active; AID 1625;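 active = z-score above 3 at 5 µM with at least 500 cells counted in the well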
# Yfh1-depleted yeast – mitochondrial function rescue without frataxin homolog – Friedreich's ataxia, plus single-dose screen, dose response (AID 1465); S. cerevisiae Yfh1-off respiration, WST-1 reduction, 72 h; higher fold induction means a stronger effect; one-dose fold induction at 50 µM; EC50 in µM for titrated hits; 0.074% of 220,000 active;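 active = fold induction of absorbance versus untreated yeast above a set limit, then at least 30% activation at any dose in follow-up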;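 also: activators that raise dye reduction in frataxin-depleted yeast; strong numbers were not always called active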
# WT yeast gro inh – growth inhibition of WT yeast, mitochondrial fusion screen; 2.1% of 190,000 active; inhibition, % at 10 µM; mitochondrial fusion phenotypic screen, WT strain; AID 1362; in the data active = inhibition above about 58%; tested in S. cerevisiae
# PMI inhibition – MPI inhibition at elevated mannose 6-phosphate – biochemical, fluorescence intensity, high mannose 6-phosphate, primary screen (AID 1220) | recombinant PMI enzyme, coupled fluorescence intensity; higher % means a stronger effect | inhibition, % at 20 µM, or IC50 in µM where a hit was titrated | 0.66% of 190,000 active
# Autophagy HCS – alters autophagy in cells; MEF GFP-LC3 puncta imaging; test concentration mostly 10 µM; 0.98% of 190,000 active; calls only at 10 µM (by protocol);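 active = percentage of spot-positive cells more than 3 SD above its plate mean, without a fluorescence outlier flag or 80% toxicity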;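 also: spot-positive cell cutoff set from DMSO-treated cells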
# MT stabilize HCS – microtubule stabilizers in HeLa cells; HeLa tubulin immunostaining HCS, 24 h; share of cells brighter than vehicle mean+2SD; % tubulin-high responders, % at 10 µM; 0.83% of 200,000 active; AID 2205;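 active = plate Z-score above 3 for both tubulin-high and condensed-nucleus cell shares, with cell loss under 80%, at 10 µM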;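 also: anti alpha tubulin signal scored within the nucleus-defined area of each cell; some results filed as inactive read as strong as hits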
# b-catenin transl – modulators of beta-catenin nuclear translocation; HeLa beta-catenin nuclear translocation, immunofluorescence imaging; nuclear translocation activity, % at 5 µM; 0.3% of 190,000 active; AID 1665;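 active = nuclear translocation activity above 50% at 5 µM, with a well cell count of 50 or more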;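 also: per-cell ratio of nuclear to cytoplasmic median beta-catenin stain intensity; plate controls were DMSO negative control for no effect and GSK-3 inhibitor IX positive control for full effect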
#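 Read-out: Nuclear/cytoplasmic beta-catenin signal ratio, % activation | Assay system: Human HeLa cell line | Times: 24 h compound exposure at 37°C, 5% CO2 | Signal: Fluorescence imaging of beta-catenin antibody stain plus DAPI | Dosing: 5 µM primary, 0.02–20 µM confirmation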
# Dynein transport – dynein cargo transport inhibition. 3617.4 mouse cells, GR-EGFP nuclear translocation imaging; test concentration mostly 20 µM; stimulated with dexamethasone, 1 µM; hits give low values. z-score, hits read low. 0.47% of 220,000 active. AID 1381;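 active = plate z-score of nuclear minus cytoplasmic receptor signal below a set negative limit, without overly bright fluorescence or cell loss, cut at about -3.5 in these data, passing the limit was not always enough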;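 also: z-score of nuclear minus cytoplasmic ring GR-EGFP intensity difference per well; some compounds called inactive have numbers as strong as hits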
#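 medium = tetracycline-free induction medium containing charcoal-stripped FBS | also added = 1.0 µM final dexamethasone stimulus | schedule = 48 h induction, 1 h compound, 30 min dex at 37 °C | technique = fixed, Hoechst-stained cells imaged at 10x for EGFP | measure = GR-EGFP nuclear translocation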
# PMI inhibitors – MPI enzyme activity inhibition – biochemical, fluorescence intensity, coupled assay, primary screen (AID 1209); purified PMI enzyme, coupled fluorescence intensity; higher % means a stronger effect; inhibition, % at 20 µM, or IC50 in µM where a hit was titrated; 0.42% of 190,000 active;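 also: plate controls were DMSO vehicle for no effect and wells lacking substrate for full effect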
# WT yeast gro inh mutant strain – recorded beside WT yeast gro inh, whose call it bears; inhibition, %; mitochondrial fusion phenotypic screen, mutant strain inhibition
# Dynein transport cytoplasmic EGFP – recorded beside Dynein transport, whose call it bears; z-score; measured here: cytoplasmic GR-EGFP intensity; hits give high values
# Dynein transport nuclear GR-EGFP – second read-out of Dynein transport, no call of its own (marks repeat the call); z-score; measured here: nuclear GR-EGFP intensity;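 lower value marks the stronger effect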
# Dynein transport cell count – recorded beside Dynein transport, whose call it bears; z-score; measured here: cell count per field
# Ins promoter up cell count – also measured in Ins promoter up; calls as there; cell count; measured here: cytotoxicity, nuclei count;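 total cells summed across four imaged fields per well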
# b-catenin transl cell count 5 µM – further read-out of b-catenin transl, marked with its call; cell count; measured here: cell count, cytotoxicity flag
# MT stabilize HCS Hoechst-high % – further read-out of MT stabilize HCS, marked with its call; % Hoechst-high responders; measured here: nuclear condensation Hoechst responders;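 share of cells brighter than vehicle mean plus two SD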
# MT stabilize HCS cytotoxicity % – also measured in MT stabilize HCS; calls as there; toxicity, %; measured here: cytotoxicity by cell density;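 0% = mean cell density of plate MIN control wells and 100% = no cells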
# Autophagy HCS cell loss 18 h – recorded beside Autophagy HCS, whose call it bears; toxicity, %; measured here: cell loss, nuclei count;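 cell loss after 18 h compound exposure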
# An asterisk follows results filed as active; i = inactive; x = no result given; + = active, no number. Rule as the data show it, unless noted: active = inhibition above about 50%; inactive = the rest. An unsorted share of the library, and some 5% of all compounds hit somewhere here.
SMILES,Ins promoter up,Ins promoter up cell count,Yfh1-depleted yeast,WT yeast gro inh,WT yeast gro inh mutant strain,PMI inhibition,Autophagy HCS,Autophagy HCS cell loss 18 h,MT stabilize HCS,MT stabilize HCS Hoechst-high %,MT stabilize HCS cytotoxicity %,b-catenin transl,b-catenin transl cell count 5 µM,Dynein transport,Dynein transport cytoplasmic EGFP,Dynein transport nuclear GR-EGFP,Dynein transport cell count,PMI inhibitors
COc1ccccc1CNC(=O)CSCc1cnn(-c2ccccc2)c1-n1cccc1,-0.4,938,i,51,30,4%,i,-33,2.3,2.4,7.5,x,x,-0.37,-0.28,-0.41,1.1,5%
Nc1ccc(N2CCOCC2)c(S(=O)(=O)Nc2cc(Cl)ccc2Cl)c1,x,x,i,9,-8,2%,i,-5,3.6,1.9,7.1,-3.8,1005,-0.78,0.26,-0.7,0.14,-18%
N=c1oc2ccccc2cc1C(=O)N/N=C/c1ccccc1,x,x,x,3,-23,-7%,i,8,2.8,1.8,8.7,x,x,0.42,-0.24,-0.51,0.21,-18%
C[C@@H]1CN(Cc2nc(-c3cccs3)no2)C[C@H](C)O1,0.73,1434,i,12,10,-10%,+,28*,1.1,1.2,3.6,1.2,1552,1.3,0.2,0.8,-0.39,-7%
Cc1cccc(OCCCC(=O)Nc2ccccc2C(F)(F)F)c1,1.3,1605,i,-20,-14,-3%,i,11,2.1,1.5,7.6,-2.5,1306,0.29,-0.19,-0.22,-0.36,-8%
CC(C)(C)OC(=O)NCC12C=CC(O1)C1C(=O)N(Cc3ccccc3)C(=O)C12 (stereo unspecified),x,x,i,19,3,-42%,i,-8,3.1,2.3,4.6,5.6,494,0.39,-0.26,0.21,0.17,-8%
CC(C)Cc1ccc(/C=C/C(=O)NC2CC2)cc1,-0.16,960,i,-10,-3,10%,i,-6,1.3,2.9,7.1,-1.8,510,-0.13,-0.2,-0.28,0.34,3%
C=CCNCCCOc1ccc(Cl)cc1C(C)(C)C,-0.09,1349,i,75*,73*,5%,i,-10,2.3,2.1,3.2,0.6,1426,-6.7*,1.4*,-2.7*,-3.7*,-4%
CC(=O)Nc1ccc(Nc2cc(-c3ccccc3)nc3ncnn23)cc1,0.23,1450,i,3,7,3%,i,4,2.2,2.5,7.6,-1.1,1070,-1.2,-0.26,-0.77,1.2,10%
COc1ccc(/C=C/C(=O)c2ccc(Cl)cc2)c(OC)c1,-0.83,1568,i,11,0,-1%,i,-19,2.9,1.7,0.0,0.0,1459,0.13,-0.17,0.55,0.014,0%
CC(=O)NC(CC(=O)OCC(=O)c1c(N)n(C)c(=O)n(C)c1=O)c1ccccc1 (stereo unspecified),-0.61,1325,i,9,13,-6%,i,2,4.1,2.0,4.0,0.3,1077,0.41,-0.36,0.45,0.87,-11%
O=C(O)C(O)C(O)c1nc2ccccc2[nH]1 (stereo unspecified),-0.29,1195,i,12,-5,-7%,i,22,4.0,1.8,22,-2.6,1103,-1.1,-0.33,-0.069,1.4,-9%
CC(C)CNc1ncnc2c1cnn2Cc1ccc(Cl)cc1,0.03,1412,i,x,x,x,x,x,x,x,x,-0.8,1078,-0.42,-0.29,-0.42,1,x
O=C(NCCn1cc(SCc2ccc(F)cc2)c2ccccc21)c1c(F)cccc1F,0.01,1173,i,18,-10,4%,i,4,4.1,3.1,7.2,-2.2,590,-0.38,-0.27,0.62,0.28,4%
O=C(Nc1ccccc1CC[N+](=O)[O-])N1CCN(c2ccccc2)CC1,0.1,1117,i,2,-7,1%,i,-4,2.9,2.4,10,-0.6,1149,-0.55,-0.3,-0.46,0.51,-4%
O=C(NCCC1=CCCCC1)c1ccc([N+](=O)[O-])cc1,-0.42,1345,i,7,-16,-4%,i,23,6.2,2.5,6.3,1.0,1253,0.11,-0.27,0.33,-0.16,-3%
O=C(Nc1ccccn1)c1ccc(CN(c2ccccc2)S(=O)(=O)c2ccccc2)cc1,-1.6,1532,i,-9,0,6%,i,-19,1.3,0.5,4.1,-5.5,1117,0.5,-0.27,0.28,0.5,9%
Clc1ccc(-c2ccc(/C=N/Nc3nncc(-c4ccccc4)n3)o2)cc1,0.27,887,i,-8,2,4%,i,21,3.1,1.7,9.4,-7.0,1109,-0.15,0.18,0.32,-0.97,9%
CCn1nnc(NC(=O)COc2cc(C)ccc2C(C)C)n1,x,x,i,-6,9,4%,i,15,1.9,2.2,26,x,x,-0.97,0.18,-0.052,0.041,15%
Cc1cc(=O)oc2cc(OCc3ccc(C(=O)OCC(=O)NC4CCS(=O)(=O)C4)cc3)ccc12 (stereo unspecified),0,1516,i,x,x,x,x,x,x,x,x,0.1,1342,1.5,-0.23,0.39,-0.47,x
O=C(NCC1CCCO1)c1onc(CSc2ccc(F)cc2)c1C(=O)O (stereo unspecified),-0.56,1527,i,4,11,-2%,i,-5,2.7,1.9,4.9,-0.8,1392,-1.4,-0.23,-1.1,1.3,2%
CCCCN1C(=O)Nc2ccccc2S1(=O)=O,-0.04,1215,i,-8,-4,-8%,i,7,1.9,3.7,6.4,-0.5,531,-0.68,-0.13,-0.69,1.1,0%
COc1ccc(NC2CS(=O)(=O)CC2NCc2ccco2)cc1 (stereo unspecified),0.25,890,i,4,0,1%,i,22,5.4,2.7,4.8,-3.2,1190,0.87,0.38,1.1,-0.83,6%
COC(=O)c1ccc(OC)c(CSc2nnc(COc3ccc(Cl)cc3)o2)c1,x,x,i,50,44,17%,i,-2,2.0,1.2,5.1,x,x,-0.15,-0.23,0.21,-0.86,20%
CC(=O)Nc1ccc(S(=O)(=O)NCCc2csc(C)n2)cc1,0.49,1159,i,17,18,13%,i,-2,4.4,2.0,7.1,0.1,923,2.1,-0.18,1.1,-2.5,10%
CCn1cc(C(=O)OCC(=O)c2cc(C)n(-c3ccccc3F)c2C)c(=O)c2ccc(C)nc21,-0.06,1292,i,-33,-5,20%,i,-18,2.4,4.2,8.7,0.5,948,-1.3,-0.31,-1.2,1.7,12%
Cc1ccc(CN(C(=O)c2cc3ccccc3oc2=O)C2CCS(=O)(=O)C2)cc1 (stereo unspecified),0.57,1630,i,-3,-6,5%,i,0,2.5,2.2,5.5,0.5,1429,0.39,-0.43,0.3,0.042,10%
O=C(Nc1ccc(OC(F)F)cc1)Nc1cccc(C(F)(F)F)c1,1.9,870,i,83*,64*,8%,i,25,2.0,2.1,10,x,x,-0.68,-0.24,-0.15,0.71,11%
CCOC(=O)C(NCCc1ccccc1)(NC(=O)CC)C(F)(F)F (stereo unspecified),-0.36,1467,i,-11,-2,-6%,i,-19,3.2,3.1,5.6,-0.9,1090,-0.4,-0.31,-0.48,0.82,3%
O=C(NNc1nc(-c2ccc(Br)cc2)cs1)c1ccco1,-0.16,1410,i,4,12,5%,i,29,3.9,1.0,7.1,0.6,1488,-0.12,-0.11,-0.31,0.09,6%
NC(=O)c1cccc(S(=O)(=O)N2CC(c3ccccc3)CC2=O)c1 (stereo unspecified),0.43,855,i,14,2,5%,i,8,8.1,1.8,0.6,-0.3,1137,-0.56,-0.26,-0.32,0.3,3%
CCCCCCn1c(N)c(C#N)c2ccc([N+](=O)[O-])cc2c1=O,-1.2,1436,i,-8,-10,63%*,i,-12,2.0,3.2,7.1,-0.8,1151,-0.44,-0.05,-0.35,-0.14,21%
COc1ccc(S(=O)(=O)Nc2ccc(O)c3ccccc23)cc1,-1.4,726,>100µM*,52,28,-12%,i,9,1.2,1.7,23,-0.3,1078,-3.7*,1.1*,-2*,-0.4*,9%
FC(F)(F)c1ccc(-c2noc(CN3CCCN(C4CCCCC4)CC3)n2)cc1,-0.42,1420,i,40,46,-2%,i,19,2.6,1.2,8.6,-1.2,1036,-1.1,-0.077,-0.33,1.9,1%
Cc1c(NS(=O)(=O)c2ccc(S(=O)(=O)c3ccccc3)s2)c(=O)n(-c2ccccc2)n1C,0.31,1369,i,x,x,x,x,x,x,x,x,-0.4,1174,0.11,-0.14,-0.15,0.56,x
Cn1c(=O)c2c(nc(Oc3ccc(-c4ccccc4)cc3)n2C)n(C)c1=O,0.61,1253,i,15,16,18%,i,-10,3.7,2.3,6.2,x,x,-0.015,0.13,0.058,1.9,21%
COc1ccc(CNC(=O)C2CC(c3ccc(F)cc3)=NO2)cc1 (stereo unspecified),0.99,1426,i,15,-5,10%,i,-4,1.4,1.7,3.0,0.8,1433,-0.53,-0.18,-0.084,0.41,7%

# Sorted by SMILES length (high to low): 3 of the compounds above.
SMILES,Ins promoter up,Ins promoter up cell count,Yfh1-depleted yeast,WT yeast gro inh,WT yeast gro inh mutant strain,PMI inhibition,Autophagy HCS,Autophagy HCS cell loss 18 h,MT stabilize HCS,MT stabilize HCS Hoechst-high %,MT stabilize HCS cytotoxicity %,b-catenin transl,b-catenin transl cell count 5 µM,Dynein transport,Dynein transport cytoplasmic EGFP,Dynein transport nuclear GR-EGFP,Dynein transport cell count,PMI inhibitors
CC(C)(C)OC(=O)NCC12C=CC(O1)C1C(=O)N(Cc3ccccc3)C(=O)C12 (stereo unspecified),x,x,i,19,3,-42%,i,-8,3.1,2.3,4.6,5.6,494,0.39,-0.26,0.21,0.17,-8%
Nc1ccc(N2CCOCC2)c(S(=O)(=O)Nc2cc(Cl)ccc2Cl)c1,x,x,i,9,-8,2%,i,-5,3.6,1.9,7.1,-3.8,1005,-0.78,0.26,-0.7,0.14,-18%
COc1ccc(NC2CS(=O)(=O)CC2NCc2ccco2)cc1 (stereo unspecified),0.25,890,i,4,0,1%,i,22,5.4,2.7,4.8,-3.2,1190,0.87,0.38,1.1,-0.83,6%
